KCNQ1 inh = blocks the human KCNQ1 potassium channel; CHO-K1 KCNQ1, FluxOR thallium flux fluorescence; stronger effect = higher value; 310,000 compounds, 1.3% hits; P51787; B-score at 10 µM;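 active means compounds whose thallium flux B-score, printed positive for inhibition, exceeds three library SD while starting fluorescence stays within three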;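 further: channel opened by potassium depolarization with thallium stimulus after 20 min compound exposure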
RGS4 pot = RGS4 potentiation or activation; B-score at 10 µM; HEK293 M3R/inducible RGS4, carbachol calcium flux Fluo4; stronger effect = lower value; 310,000 compounds, 0.92% hits;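 active means B-score of the integrated calcium signal more than 4 SD below the library mean, with starting fluorescence not abnormally high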;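 further: negative B-score means reduced calcium response which marks RGS4 activation or potentiation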
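Also added: carbachol at ECmax as muscarinic agonist stimulus; Assay system: HEK293 cells with stable M3R and inducible RGS4; Timing: overnight RGS4 induction, 30 min dye load 37 °C, 20 min compound RT; Measured by: Fluo4-AM (2 µM) calcium-flux fluorescence, kinetic read.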
ANO1 block = inhibitors of mouse TMEM16A calcium-activated chloride channel | HEK293 TMEM16A/YFP iodide influx fluorescence, ionomycin | normalized B-score (activity score, 25-100; higher = stronger inhibition) at 10 µM | 310,000 compounds, 1.2% hits | AID 588511;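 active means ratio plate-corrected score three or more library SD toward inhibition, starting fluorescence score within five deviations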;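 further: score derived from kinetic fluorescence span divided by baseline fluorescence per well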
SKKanGAS inh = blocks kanamycin growth of S. pyogenes SKKanGAS strain; BacTiter-Glo, 6 h; inhibition, % at 7.5 µM; 300,000 compounds, 1.3% hits;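 active means mean replicate score, as percent of positive control median, at least 50; inconclusive means mean below 50 but one replicate at or above 50; inactive means mean and every replicate below 50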;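 further: strain carries kanamycin resistance gene driven by streptokinase promoter and grows in 40 µg/ml kanamycin; loss of luminescence reflects streptokinase promoter inhibition or plain growth inhibition; 0% = median of DMSO wells and 100% = positive control at its reference dose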
KCNK3 inh = human KCNK3 channel inhibition, primary screen. O14649. CHO-KCNK3 thallium flux, FluxOR fluorescence; stronger effect = lower value. B-score at 10 µM. 340,000 compounds, 0.84% hits. AID 602410;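 active means B-score under library mean minus 4 SD, starting fluorescence ratio at most library mean plus 5 SD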;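 further: more negative B-score means stronger inhibition of thallium flux through KCNK3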
KCNK9 block = inhibitors of human KCNK9 two-pore domain potassium channel; B-score at 10 µM; Q9NPC2; 310,000 compounds, 1.2% hits; HEK293 KCNK9, FluxOR thallium flux fluorescence; stronger effect = lower value;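 active means ratio B-score over 3 SD below the library mean, with starting fluorescence within 5 SD of its mean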;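 further: negative B-score means less thallium flux so channel inhibition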
Target sequence (Q9NPC2 whole entry, looked up, the tested form may be a part): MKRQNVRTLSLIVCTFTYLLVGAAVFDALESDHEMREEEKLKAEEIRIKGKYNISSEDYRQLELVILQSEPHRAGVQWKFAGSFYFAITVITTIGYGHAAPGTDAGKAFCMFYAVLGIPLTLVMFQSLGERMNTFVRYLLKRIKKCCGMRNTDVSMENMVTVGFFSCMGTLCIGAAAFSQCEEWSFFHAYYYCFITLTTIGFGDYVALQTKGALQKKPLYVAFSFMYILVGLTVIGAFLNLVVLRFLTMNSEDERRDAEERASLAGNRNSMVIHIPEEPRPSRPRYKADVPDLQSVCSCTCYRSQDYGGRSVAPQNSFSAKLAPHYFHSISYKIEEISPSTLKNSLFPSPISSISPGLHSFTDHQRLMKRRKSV
RGS4 block = human RGS4 inhibition | B-score at 10 µM | P49798 | 310,000 compounds, 0.45% hits | AID 463165 | HEK293 M3R/RGS4 inducible, Fluo-4 calcium flux; stronger effect = higher value; triggered by carbachol at its EC20;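 active means B-score, a plate-corrected calcium signal, over three deviations above library mean, with baseline fluorescence within five deviations of library mean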;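 further: RGS4 expression induced by doxycycline in cells with stable M3 receptor; B-score is computed from the integrated fluorescence ratio over baseline after carbachol; higher B-score means a larger calcium signal and so more RGS4 inhibition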
Target sequence (P49798 whole entry, looked up): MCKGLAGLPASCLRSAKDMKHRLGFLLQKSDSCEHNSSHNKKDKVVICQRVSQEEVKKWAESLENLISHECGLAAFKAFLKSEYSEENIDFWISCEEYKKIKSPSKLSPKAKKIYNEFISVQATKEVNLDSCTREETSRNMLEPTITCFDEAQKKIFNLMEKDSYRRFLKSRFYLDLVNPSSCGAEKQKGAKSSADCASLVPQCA
HDAC3 inh = inhibitors of human histone deacetylase 3; inhibition, % at 8.3 µM; AID 2718; recombinant HDAC3, fluorogenic peptide/trypsin coupled, fluorescence; 320,000 compounds, 0.15% hits; in the data active means inhibition above about 26%, passing the limit was not always enough; inconclusive means no clear call, values can overlap the other calls
Target sequence (O15379 whole entry, looked up): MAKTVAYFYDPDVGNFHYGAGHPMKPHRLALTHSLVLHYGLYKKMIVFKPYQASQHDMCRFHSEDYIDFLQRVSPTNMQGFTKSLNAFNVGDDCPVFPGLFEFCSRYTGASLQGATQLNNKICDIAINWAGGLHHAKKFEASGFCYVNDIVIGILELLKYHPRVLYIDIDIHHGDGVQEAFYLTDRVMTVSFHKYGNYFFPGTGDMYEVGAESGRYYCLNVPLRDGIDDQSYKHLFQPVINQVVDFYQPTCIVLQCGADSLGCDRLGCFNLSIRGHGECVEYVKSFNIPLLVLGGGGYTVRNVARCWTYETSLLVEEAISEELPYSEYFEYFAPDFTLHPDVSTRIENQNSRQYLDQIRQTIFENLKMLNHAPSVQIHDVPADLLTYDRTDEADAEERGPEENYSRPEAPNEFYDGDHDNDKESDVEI
KCNQ1 pot = potentiates or activates the human KCNQ1 potassium channel; CHO-K1 KCNQ1, thallium flux FluxOR fluorescence; stronger effect = higher value; P51787; 310,000 compounds, 0.35% hits; B-score at 10 µM;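 active means fluorescence ratio B-score, a plate-corrected score, at least three library SD, with initial intensity B-score within 5 SD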
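Material: CHO-K1 cells stably expressing KCNQ1. Medium: assay buffer for compound exposure, DMSO matched across wells. Reagent: K+/Tl+ depolarizing stimulus. Compound dosing: single-concentration screen. Times: 37 °C overnight plating, 90-min dark dye load, 20-min compound pretreatment. Technique: FluxOR Tl+ flux fluorescence.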
hERG rescue = shields human hERG channel from block by proarrhythmic agents. Q12809. CHO-hERG, FluxOR thallium flux, dofetilide IC70 present. activation (rescue from dofetilide block), less the hit threshold, % at 10 µM. 310,000 compounds, 0.51% hits. AID 1511;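 active means activation above the mean of controls blocked by dofetilide plus 5 SD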;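 further: thallium influx through hERG after potassium depolarization seen as dye fluorescence rise; in these data hits start at about 4.7%; inactives centre near -7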
TMEM16A act = mouse TMEM16A channel activation, primary screen; Q8BHY3; HEK293 TMEM16A/YFP-H148Q/I152L, iodide quench fluorescence; stronger effect = lower value; B-score at 10 µM; 340,000 compounds, 0.3% hits;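 active means fluorescence-ratio B-score plate-corrected deviation score at least 3 library SD below zero, with starting fluorescence score within 5 deviations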;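 further: channel opened by trigger with iodide after compound preincubation; score built on the fluorescence ratio of max minus min over baseline; more negative score means more quench and so TMEM16A activation or potentiation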
Starred values were filed as active, the others as inactive; i = inactive; ? = inconclusive; · = not tested or not shown. Not a hit list (roughly 6.3% active in at least one column).

SMILES	KCNQ1 inh	RGS4 pot	ANO1 block	SKKanGAS inh	KCNK3 inh	KCNK9 block	RGS4 block	HDAC3 inh	KCNQ1 pot	hERG rescue	TMEM16A act
CCOc1ccc(CNC(=O)c2ccc3nc(N4CCOCC4)sc3c2)cc1	i	i	i	-3	i	i	i	-5	i	-5	i
O=C(O)CCCn1cc(NC(=O)COc2cc(F)ccc2[N+](=O)[O-])cn1	i	i	i	-8	i	i	i	-2	i	-5	i
CC(C(=O)NC1C=CS(=O)(=O)C1)N1C(=O)/C(=C/c2cccc(Cl)c2)SC1=S (stereo not given)	i	i	i	7	i	i	i	0	i	-7	i
CC(=O)Nc1ccc(S(=O)(=O)NNC(=O)c2sc(=S)n(C)c2C)cc1	i	i	i	11	i	i	i	3	i	-6	i
CCCCN(Cc1ccccc1)C(=O)CCN1C(=O)C2C3C=CC(C3)C2C1=O (stereo not given)	i	i	i	0	i	i	i	2	i	-5	i
COC(=O)Cn1c(CCS(=O)(=O)c2ccc(C)c(C)c2)nc2ccccc21	i	i	i	-4	i	i	i	1	i	4	i
Cc1ccc(N(CC(=O)NCc2ccccc2)C(=O)CCC(=O)Nc2ccccn2)cc1C	i	i	i	-4	i	i	i	6	i	-9	i
O=c1nc(N/N=C/c2ccco2)cn[nH]1	i	i	i	-9	i	i	i	-2	i	-14	i
Cc1nc(/C(N)=N/OC(=O)c2ccc(Cl)cc2)c(C(F)(F)F)o1	i	i	i	-2	i	i	i	1	i	0	i
CCn1c(-c2nn(C)cc2Cl)n[nH]c1=S	i	i	i	-9	i	i	i	0	i	-5	i
Cc1nnc(NC(=O)c2nc(S(=O)(=O)Cc3ccccc3C)ncc2Cl)s1	i	i	i	8	i	i	i	-9	i	-13	i
O=C(NCCS(=O)(=O)NCc1ccco1)c1ccccc1	i	i	i	-1	i	i	i	1	i	-6	i
CN(C)CCCNC(NC(=O)c1cccs1)C(Cl)(Cl)Cl (stereo not given)	i	i	i	3	i	i	i	-7	i	-8	i
Cc1ccc(Cn2nc(C)c(NC(=O)CSc3nc4c(c(C(F)(F)F)n3)CCc3ccccc3-4)c2C)cc1	i	i	i	13	i	i	i	9	i	-6	i
CCN1C(=O)CC(c2ccccc2)CC1=O	i	i	i	1	i	i	i	-2	i	-7	i
O=C(COC(=O)c1cc([N+](=O)[O-])ccc1NCc1ccccc1)NCc1ccccc1Cl	i	i	i	18	i	i	i	-3	i	-20	i
O=C(NC1CC1)C1=C[C@H](c2c[nH]c3ccccc23)C[C@H](OCCCCO)O1	i	i	i	-5	i	i	i	0	i	-6	i
Cn1cccc1/C=C1\SC(=S)N(NC(=O)c2ccccc2O)C1=O	i	i	i	41	i	i	i	9	i	-6	i
COc1cccc(C(=O)O/N=C(\N)c2ccc(C)cc2)c1	i	i	i	9	i	i	i	3	i	-2	i
COc1cccc(CNC(=O)c2ccncc2)c1	i	i	i	-3	i	i	i	4	i	-5	i
O=C(Cc1ccc(Cl)cc1)c1c[nH]c(C(=O)NCc2cccnc2)c1	i	i	i	-4	i	i	i	-4	i	-22	i
O=C1c2ccccc2C(Nc2ccc(Cl)cn2)N1c1ccccn1 (stereo not given)	i	i	i	-5	i	-9.8*	i	·	i	-8	i
O=C(CSc1nc2ncc(Cl)cc2[nH]1)Nc1ccccc1-c1ccccc1	i	i	100*	-3	i	i	i	3	i	-13	i
COc1ccc(CN2CCCCC2C)cc1C (stereo not given)	i	i	i	-7	i	i	i	-3	i	-5	i
CCOC(=O)c1ccc(NC(=O)NCc2ccccc2)cc1	i	i	i	-7	i	i	i	-5	i	-9	i

Next section:
SMILES	KCNQ1 inh	RGS4 pot	ANO1 block	SKKanGAS inh	KCNK3 inh	KCNK9 block	RGS4 block	HDAC3 inh	KCNQ1 pot	hERG rescue	TMEM16A act
COc1cccc(NC(=O)[C@H](C)NC(=O)N2CCn3c2nc2ccccc23)c1	i	i	i	-4	i	i	i	-1	i	-10	i
CCc1ccc(NC(=O)C2CC(=O)N=C(N)S2)cc1 (stereo not given)	i	i	i	5	i	i	i	-7	i	0	·
N#CC1=C(N)C(C#N)(C#N)[C@H](c2ccncc2)[C@H]2CC3(CC=C12)OCCO3	i	i	i	-6	i	i	i	4	i	-9	i
Cc1ccc(S(=O)(=O)N[C@H](C(=O)NCC2CCC(C(=O)O)CC2)C(C)C)cc1 (stereo not given in full)	i	i	i	4	i	i	i	16	i	0	i
O=C1c2ccccc2OC2(C=Cc3ccccc3O2)N1Cc1ccccc1 (stereo not given)	7*	i	i	40	i	-14*	i	7	i	-9	i
CCOC(=O)c1c(C)n(C)c2ccc(OC(=O)c3ccc(N4C(=O)CCC4=O)cc3)cc12	i	i	i	44	i	i	i	6	i	-8	i
CC1=C(C(=O)N2CCCC(N3CCN(c4ccccc4C)CC3)C2)OCCO1 (stereo not given)	i	i	i	-2	i	i	i	0	i	-4	i
CCN(CC)c1ccc(N2C(=O)/C(=C/c3cccs3)SC2=S)cc1	i	i	i	13	i	i	i	-6	i	-7	i
CCc1ccc2c(c1)C1(C(=O)N2)N2CCCC2C(C(=O)c2ccc3ccccc3c2)C12C(=O)Nc1ccccc12 (stereo not given)	i	i	i	29	i	i	i	19	i	-7	i
C[C@@H](NC(=O)[C@@H]1Cc2ccccc2CN1)C(=O)NCC1CCCO1 (stereo not given in full)	i	i	i	-4	i	i	i	-1	i	-12	i
CC(C)(C)C(=O)Nc1ccccc1C(=O)OCC(=O)c1ccc2c(c1)OCCO2	i	i	i	10	i	-18*	i	9	i	-1	i
Cc1nn(C(C)C(=O)NCCCc2ccccc2)c(=O)c2cc3occc3n12 (stereo not given)	i	i	i	6	i	i	i	-6	i	-8	i
Cc1ccccc1-c1nnn(CC(=O)Nc2cccc(S(N)(=O)=O)c2)n1	i	i	i	-2	i	i	i	-3	i	0	i
COc1cccc(C2=NOC(C(=O)Nc3ccc(C(C)=O)cc3)C2)c1 (stereo not given)	i	i	i	0	i	i	i	0	i	-11	i
Cc1ccc(/C=C(\C#N)C(=O)NCC2CCCO2)o1 (stereo not given)	i	i	i	7	i	i	i	10	i	-10	i
CC(C)c1ccc(NC(=O)COc2ccc(C3SCCS3)cc2)cc1	i	i	i	14	i	i	i	?	i	1	i
COc1ccc(CCNC(=O)c2ccc3c(c2)NC(=O)C(N2CCOCC2)S3)cc1OC (stereo not given)	i	i	i	2	i	i	i	9	i	-3	i
Cc1nn(S(=O)(=O)c2ccc(F)cc2)c(C)c1S(=O)(=O)N1CCOCC1	i	i	i	-2	i	i	i	2	i	-1	i
COc1cccc(C(=O)Nc2cc3c(cc2C(C)=O)OCCO3)c1	i	i	i	-26	i	i	i	-2	i	-2	i
CCOC(=O)c1cc(-c2ccc(C)c([N+](=O)[O-])c2)nc2c1c(=O)n(C)c(=O)n2C	i	i	i	35	·	i	i	-3	i	-7	·
CCC(CC)NC(=O)c1cc([N+](=O)[O-])ccc1N1CCOCC1	i	i	i	23	i	i	i	4	i	-4	i
CCC(=O)Nc1nc(CC(=O)Nc2ccccc2OC)cs1	i	i	i	-20	i	i	i	4	i	-9	i
CCCCc1ccc(/C=C2/C(=O)ON=C2c2ccccc2)s1	i	i	i	-2	i	i	i	1	i	-3	i
Cc1ccccc1CNS(=O)(=O)c1ccccc1[N+](=O)[O-]	i	i	i	-1	i	i	i	-7	i	0	i
Nc1ccc(-c2n[nH]c(=O)c3ccccc23)cc1N	i	i	i	2	i	i	i	5	i	-12	i

(more compounds)
SMILES	KCNQ1 inh	RGS4 pot	ANO1 block	SKKanGAS inh	KCNK3 inh	KCNK9 block	RGS4 block	HDAC3 inh	KCNQ1 pot	hERG rescue	TMEM16A act
CC(C(=O)Nc1ccc(Cl)cc1)c1ncc(C(F)(F)F)cc1Cl (stereo not given)	i	i	i	-9	i	i	i	-3	i	-18	i
CCNC(=S)NNC(=O)c1cc(C2CC2)nc2ccccc12	i	i	i	3	i	i	i	3	i	-8	i
O=C(O)COCC(=O)N1CCN(C2c3ccccc3-c3ccccc32)CC1	i	i	i	10	i	i	i	0	i	-5	i
COc1ccnc(NCc2cccnc2)c1C#N	i	i	i	-9	i	i	i	-5	i	-1	i
NC(=O)c1ccc(NC(=O)CNCc2ccccc2Cl)cc1	i	i	i	0	i	i	i	-1	i	-6	i
CCOC(=O)c1cn(-c2ccc([N+](=O)[O-])cc2)c2cc(Cl)c([N+](=O)[O-])cc2c1=O	i	i	i	13	i	i	i	3	i	-4	i
CCCCC(=O)N(c1ccc(C(=O)O)cc1)c1nc(-c2ccc(Cl)cc2)c(CC)s1	i	-7.4*	100*	25	i	i	i	4	i	-10	i
Cc1cccc(NC(=O)c2cc([N+](=O)[O-])ccc2Cl)c1O	i	i	i	-2	i	i	i	-4	i	-1	i
CCOC(=O)N1CCN(C(=O)CN(C)S(=O)(=O)c2ccc3c(c2)C(C)(C)C(=O)N3C)CC1	i	i	i	-24	i	i	i	-4	i	-7	i
O=C1Nc2ccccc2N(O)N1c1cc(-c2cccc(Cl)c2)no1	i	i	i	25	i	i	i	3	i	-4	i
COc1ccc(CN2C(=O)c3ccccc3C(/C=N/OCc3ccc(Cl)cc3)C2=O)cc1 (stereo not given)	7*	i	i	97*	i	i	i	-18	i	-13	i
COc1ccc(CCNC(=O)c2cn(C)c3ccc(S(=O)(=O)N4CCOCC4)cc3c2=O)cc1OC	i	i	i	-2	i	i	i	5	i	-10	i
CC(O)c1nc2ccccc2n1C(C)c1ccccc1 (stereo not given)	i	i	i	-6	i	i	i	-2	i	2	i
Nc1nnc(-c2ccncc2)s1	i	i	i	8	i	i	i	-23	i	-12	i
COC(=O)C(C)n1nc(C)n(-c2ccc(C)cc2)c1=O (stereo not given)	i	i	i	2	i	i	i	1	i	-11	i
COc1ccc(/C=C/C(=O)NCC(=O)N=Nc2c(O)[nH]c3ccc([N+](=O)[O-])cc23)cc1	i	i	i	13	i	i	i	2	i	0	i
CCOc1ccc(NC(=O)C(CC(=O)O)Cc2ccccc2)cc1 (stereo not given)	i	i	i	10	i	i	i	2	i	-12	i
